All columns: NCI-60 one-dose screen, growth in % after 48 h at 10 µM unless noted; 100 = growth as untreated, 0 = no growth, -100 = all killed.
M14 = M14 melanoma; actives 6.2% (n = 80,000)
SK-MEL-5 = SK-MEL-5 melanoma. actives 6.4% (n = 80,000). AID 1794755
EKVX = EKVX NSCLC. AID 1794765. actives 3% (n = 71,000)
A549/ATCC = A549/ATCC NSCLC; actives 3.7% (n = 81,000); AID 1794740
LOX IMVI = LOX IMVI melanoma; AID 1794757; actives 7.4% (n = 79,000)
HOP-62 = HOP-62 NSCLC | actives 3.9% (n = 80,000)
HOP-92 = HOP-92 NSCLC cells; actives 6.3% (n = 71,000)
CCRF-CEM = CCRF-CEM leukemia | actives 7% (n = 77,000) | AID 1794778
An asterisk follows results filed as active; x = no result given; [ ] = another dose, or the depositor's remark. The calls were made as follows: active = growth percent below 10; inactive = the rest.

SMILES	M14	SK-MEL-5	EKVX	A549/ATCC	LOX IMVI	HOP-62	HOP-92	CCRF-CEM
CC(C)c1cc(N=O)cc(C(C)C)c1O	123.1	105.2	104.7	97.0	96.1	100.7	107.7	100.8
O=C(NCCNC(=O)c1ccc(F)cc1)Nc1ccc(-n2cc(-c3ccncc3)c(-c3ccc(Cl)c(O)c3)n2)cc1	-44.4*	-84.9*	11.8	12.4	-4.0*	22.9	-19.0*	7.4*
COc1ccc(C2CC(c3ccc(N(C)C)cc3)=NN2c2ccc(S(N)(=O)=O)cc2)cc1 (stereo not drawn)	69.2	69.4	28.4	26.1	54.9	78.2	x	49.4
CCOC(=O)c1ccc(NN=NCCF)cc1	104.4	94.4	85.5	114.5	100.0	93.4	80.6	102.0
COc1ccc(C(=O)Nc2n[nH]c(Nc3ccccc3)c2C#N)cc1	108.9	x	90.1	117.4	98.3	123.9	124.8	114.0
FC(F)(F)c1nn(-c2ccccc2)c2c1-c1ccccc1CO2	100.6	100.8	89.3	98.6	96.3	115.1	x	46.2
O=C(O)c1cc(Br)c(O)c(Br)c1	101.0	104.0	109.8	100.3	102.6	99.9	x	99.3
Nc1c(C(=O)Nc2c(Cl)cccc2Cl)sc2nc3c(cc12)CCCC3	46.6	83.1	102.2	66.5	59.4	50.1	89.2	55.1
COCc1ccc([N+](=O)[O-])o1	x	100.9	91.6	106.0	100.8	96.9	92.0	101.4
O=Cc1cccc([N+](=O)[O-])c1O	98.1	106.4	101.0	93.7	100.3	93.1	113.5	105.6
CC(=O)Nc1ccc(S(=O)(=O)c2ccc(Cl)cc2)cc1	100.8	100.8	93.9	101.9	95.2	105.3	88.0	92.8
O=C1COCCN1c1ccc(NCc2cn(Cc3ccccc3)c3ccccc23)cc1	90.2	91.5	94.4	81.4	92.0	90.7	69.5	96.4
C#CCSC(=S)NNc1ccccc1	99.2	102.4	x	x	89.5	95.4	x	x
C[C@H]1CCC/C=C/[C@@H]2CC=C[C@H]2[C@H](O)/C=C/C(=O)O1	100.5	99.3	111.4	87.9	92.9	97.2	83.0	x
CC(C)[C@H]1CC[C@@](C)(C(=O)O)C1	106.3	101.9	108.9	109.5	x	104.2	89.1	116.0
CSc1nc2c(c(=O)[nH]1)C(c1ccc(C)cc1)C1=C(N2)/C(=C/c2ccc(C)cc2)CN(C)C1 (stereo not drawn)	106.9	85.5	83.1	x	94.2	100.5	87.5	90.5
COc1ccc(C(C(=O)NCCN2CCOCC2)N(C(=O)C2CC2c2ccc(F)c(F)c2)c2ccc(C)cc2)c(OC)c1 (stereo not drawn)	94.2	99.5	x	81.0	89.2	92.4	104.8	85.6
CCn1c2ccccc2c2cc(NC(=O)Nc3ccc([N+](=O)[O-])cc3C)ccc21	32.6	48.1	62.3	31.5	39.2	49.4	57.9	9.6*
Cc1cccc2c(=O)c3c(sc12)c(NCCNCCO)nc1ccccc13	-56.4*	39.5	41.6	37.7	-89.8*	22.6	33.1	13.7
C=C(C)[C@@H]1CC[C@]2(C)[C@H](CC[C@@H]3[C@@H]([C@@](C)(O)CCC=C(C)C)CC[C@]32C)[C@@]1(C)CCC(=O)O	2.4*[100 µM]	-88.2*[100 µM]	8.7*[100 µM]	14.9[100 µM]	-100.0*[100 µM]	-61.4*[100 µM]	-49.4*[100 µM]	0.6*[100 µM]
COc1ccc2oc3c(c4c(c5c6ccccc6n(C)c35)C(=O)NC4=O)c2c1	97.7	101.6	93.1	105.0	98.9	102.0	93.2	98.1
Cc1cccc(/C=N\N=C\c2cccc(C)n2)n1	96.5	109.1	106.3	103.2	93.7	x	109.9	89.3
O=C(Cn1cc(COc2ncnc3sc4c(c23)CCCC4)nn1)Nc1ccccc1F	98.7	x	81.3	83.1	93.3	91.6	100.2	91.2
O=C(O)CC(=O)O	101.4	104.8	95.6	101.2	97.9	101.3	95.9	70.5
c1ccc(Nc2nc3c(s2)CCc2c[nH]cc2-3)nc1	102.3	83.5	75.3	91.6	82.7	92.7	88.9	9.7*
SMILES	M14	SK-MEL-5	EKVX	A549/ATCC	LOX IMVI	HOP-62	HOP-92	CCRF-CEM
COc1cc(-c2cc(C(=O)Nc3nc4ccc(Cl)cc4s3)nc3cc(-c4ccccc4)nn23)cc(OC)c1OC	133.5	98.7	123.1	98.4	96.7	87.8	x	96.7
N=c1sc(Cc2cccc(Cl)c2)cn1CC(=O)c1ccc(F)cc1	47.9	71.1	62.2	51.3	33.5	98.5	103.0	78.2
CC(=O)c1ccc(N=NC2C(=O)N(c3ccccc3)N=C2C)cc1 (stereo not drawn)	96.3	100.6	x	102.7	86.6	80.3	x	94.4
O=C1NC2=C(C(=O)c3ccccc32)C(c2ccc3c(c2)OCO3)N1 (stereo not drawn)	109.7	101.2	97.4	105.7	96.8	96.1	99.0	102.7
CN1CCN(Cc2ccc(NC(=O)c3cncc(C#Cc4cnc5[nH]ncc5c4)c3)cc2C(F)(F)F)CC1	8.7*	43.4	55.4	34.3	2.3*	50.8	-12.2*	20.1
C1=CCC2OC2C1 (stereo not drawn)	101.2	102.1	x	96.9	100.1	91.7	x	94.2
COc1ccc(/C=C/C(=O)Nc2ncnc3nc[nH]c23)cc1	87.8	94.8	100.0	92.9	101.0	108.9	105.6	79.2
CC(C)c1ccc(COCc2cc(CN3CCCC3)c(O)c3ncccc23)cc1	-6.2*	4.5*	33.4	7.7*	-33.0*	2.5*	-5.1*	1.5*
C=C1CC[C@@H]2[C@]3(C)COC(c4cn[nH]c4-c4ccccc4)O[C@@H]3CC[C@@]2(C)[C@@H]1C/C=C1/C(=O)OCC1O (stereo partly drawn)	-17.5*	-77.2*	-45.2*	56.1	x	63.8	-12.4*	2.7*
COc1ccc(C2=C(C#N)C(N)=NN3C(=N2)C(c2nc4ccccc4s2)=Cc2cc(Br)ccc23)c(OC)c1	86.5	92.5	85.1	82.3	84.4	84.1	73.4	73.0
CC[C@]1(O)C[C@H]2CN(CCc3c([nH]c4ccccc34)C(C(=O)OC)(c3cc4c(cc3OC)N(C)[C@H]3[C@@](O)(C(=O)OC)[C@H](OC(C)=O)[C@]5(CC)[C@@H]6C[C@@H]6CN6CC[C@]43[C@@H]65)C2)C1 (stereo partly drawn)	-72.0*	-80.1*	35.2	19.8	5.9*	24.6	x	4.3*
COc1ccc2nc(-c3ccccc3)cc(C(=O)O)c2c1	103.9	105.2	106.4	94.0	105.2	99.2	108.7	89.2
Clc1ccc(-c2ccc(CNCC3CCNCC3)o2)c(-c2ccccc2)c1	-83.3*	-99.1*	-15.0*	-79.5*	-86.7*	-78.3*	-39.3*	-62.7*
O=S(=O)(Nc1ccc(Cl)nn1)c1ccc(NC(=S)NC2CCCCC2)cc1	x	106.1	100.2	108.5	99.6	102.5	106.5	105.5
Cc1ccc2c(c1)c(=O)n(-c1ccccc1)c1nnc(-c3ccccc3F)n21	103.5	68.1	93.0	93.3	70.7	x	95.3	69.0
COc1cc(/C=C/c2nnc(-c3[nH]nc4c3Cc3ccccc3-4)o2)cc(OC)c1OC	92.0	65.5	87.3	90.7	86.2	87.0	66.5	93.1
COc1ccc(C2CC(c3ccc(OC)cc3OC)=NN2c2ccc(S(N)(=O)=O)cc2)cc1 (stereo not drawn)	96.2	91.6	87.5	59.0	101.1	119.0	77.7	75.5
c1ccc(CSC2(SCc3ccccc3)CCCC2)cc1	103.9	96.4	93.0	89.4	97.4	102.4	74.7	92.7
NS(=O)(=O)c1ccc(Nc2nc(N/N=C/c3cn(-c4ccccc4)nc3-c3ccc(Cl)cc3)nc(Nc3ccccc3)n2)cc1	73.5	74.2	77.1	99.3	66.7	109.5	137.7	48.6
Cc1c(Br)sc2ccccc12	95.9	104.8	x	98.5	98.8	96.5	94.4	95.2
Nc1c(-c2ccc(Cl)cc2)nnn1-c1cccc(C(F)(F)F)c1	126.5	x	101.3	88.1	96.6	105.3	x	84.0
O=C1CN(Cc2ccncc2)C(=O)[C@H](Cc2c[nH]c3ccccc23)N1	108.3	102.3	105.5	96.8	93.1	92.6	90.4	88.6
O=C(/C=C/c1cn(-c2ccccc2)nc1-c1ccccc1)OCc1cn(-c2ccc(F)c(Cl)c2)nn1	93.0	98.7	89.1	76.2	89.0	85.5	x	95.4
O=C(O)/C(=C/C=C/c1ccccc1)c1csc(-c2nc(/C(=C\C=C\c3ccccc3)C(=O)O)cs2)n1	89.6	103.2	94.0	86.4	100.7	x	122.2	104.6
O=C(Cn1cc(CN2C(=O)C3CCCN3C(=O)c3ccccc32)nn1)Nc1ccc(Cl)cn1 (stereo not drawn)	104.8	99.4	88.9	103.2	96.7	101.8	97.5	108.1
SMILES	M14	SK-MEL-5	EKVX	A549/ATCC	LOX IMVI	HOP-62	HOP-92	CCRF-CEM
CCN(CC)CCC(CNc1c2ccc(Cl)cc2nc2ccc(OC)cc12)c1ccccc1 (stereo not drawn)	-87.9*	-97.9*	52.1	-62.4*	-25.4*	-49.8*	-1.5*	0.7*
CC(C)=CCC1=C(OC2OC(CO)C(O)C(O)C2O)C(=O)c2ccccc2C1=O (stereo not drawn)	106.0	69.3	x	88.4	95.4	95.6	108.1	79.6
OC1c2ccccc2-c2ccc(N(Cc3ccc(Br)cc3)Cc3ccc(Br)cc3)cc21 (stereo not drawn)	52.6	49.2	65.2	26.8	32.4	56.6	98.5	41.5
COc1cc(CNC(=O)Cc2ccccc2)ccc1OCc1cn(-c2ccccc2F)nn1	106.4	93.7	94.1	102.6	101.4	112.3	112.4	102.2
COc1cc(C2C(C#N)=C(N)OC3=C2C(=O)c2ccccc2C3=O)ccc1OCc1ccc(F)cc1 (stereo not drawn)	99.5	x	93.3	98.7	76.5	89.4	73.9	99.2
CN1CCc2c(sc3ncnc(N/N=C/c4ccc(N5CCOCC5)cc4)c23)C1	103.2	103.4	100.7	101.7	98.1	98.4	104.2	107.4
COc1cc(/C=C2/Nc3ccc(Cl)cc3NC2=O)ccc1O	106.6	105.9	100.5	109.4	100.3	107.2	114.6	97.1
Cc1nc(-c2cc3ccccc3oc2=O)ccc1C(=O)/C=C/c1ccc2c(c1)OCO2	111.4	119.5	91.3	103.8	98.9	100.0	101.9	104.3
CCCCSc1ncc(C)c(NC)n1	121.1	102.1	85.2	100.0	106.0	110.8	89.0	102.9
COc1ccc(/C=C2/C(=O)Nc3cc(Cl)c(CCCl)cc32)cc1	102.2	80.6	x	83.2	79.1	91.0	65.5	81.6
Nc1o[nH]c(=O)c1C1CCCCC1	104.6	101.9	105.2	105.1	110.6	108.8	85.5	99.8
CC(=O)Nc1ccc2oc(=O)ccc2c1	100.0	97.8	94.6	102.4	99.7	96.7	95.0	109.0
Nc1ccccc1C1CCC(C(=O)O)C(N=Nc2ccccc2)C1 (stereo not drawn)	93.5	97.2	82.0	87.4	81.6	91.0	90.8	95.2
COC(=O)c1ccc2cc(OC)cc([N+](=O)[O-])c2n1	102.5	102.1	118.4	103.7	101.0	127.0	108.8	102.4
CNC(=O)OCc1ncn(-c2ccccc2)c1COC(=O)NC	125.7	101.7	x	98.3	102.3	99.5	81.3	x
C=COC(=O)CCOCC(CC)CCCC (stereo not drawn)	99.9	106.9	110.4	89.6	98.8	97.3	111.0	x
CCOC(=O)c1cc2c(n1C)-c1nc(NC(C)=O)sc1CCC2	89.1	80.4	60.7	64.8	79.6	74.6	48.4	73.8
CN1C(=O)N(C)C2(c3ccccc3)n3c(s/c(=C\c4ccccc4)c3=O)=NNC12c1ccccc1 (stereo not drawn)	83.4	x	76.1	89.1	86.2	101.2	89.5	92.2
CN(C1c2ccccc2Oc2ccccc21)S(=O)(=O)c1ccc(Cl)cc1	81.7	89.9	83.0	75.5	94.7	75.9	67.6	81.7
O=C1c2ccccc2C(=O)N1c1cccc2ccccc12	92.6	97.0	x	95.9	94.8	96.9	86.1	119.2
COc1cc(Cl)cc(-c2nn(C(=O)NS(=O)(=O)c3ccc(C)cc3)cc2-c2ccncc2)c1	105.3	97.0	69.1	90.9	77.7	87.4	55.3	95.2
COc1ccc2nc(-c3ccc(-c4noc(-c5ccc(C)cc5)n4)cc3)[nH]c2c1	90.0	88.2	90.1	96.8	96.4	121.1	78.3	x

Full records, quoted from the list. Order of values: M14	SK-MEL-5	EKVX	A549/ATCC	LOX IMVI	HOP-62	HOP-92	CCRF-CEM
Listed for COCc1ccc([N+](=O)[O-])o1 → x	100.9	91.6	106.0	100.8	96.9	92.0	101.4
Listed for CCOC(=O)c1cc2c(n1C)-c1nc(NC(C)=O)sc1CCC2 → 89.1	80.4	60.7	64.8	79.6	74.6	48.4	73.8

Exported in markdown: entries from further up
| smiles | M14 | SK-MEL-5 | EKVX | A549/ATCC | LOX IMVI | HOP-62 | HOP-92 | CCRF-CEM |
| --- | --- | --- | --- | --- | --- | --- | --- | --- |
| O=C(/C=C/c1cn(-c2ccccc2)nc1-c1ccccc1)OCc1cn(-c2ccc(F)c(Cl)c2)nn1 | 93.0 | 98.7 | 89.1 | 76.2 | 89.0 | 85.5 | x | 95.4 |
| C=COC(=O)CCOCC(CC)CCCC (stereo not drawn) | 99.9 | 106.9 | 110.4 | 89.6 | 98.8 | 97.3 | 111.0 | x |
| COc1ccc(/C=C2/C(=O)Nc3cc(Cl)c(CCCl)cc32)cc1 | 102.2 | 80.6 | x | 83.2 | 79.1 | 91.0 | 65.5 | 81.6 |
| O=C(O)c1cc(Br)c(O)c(Br)c1 | 101.0 | 104.0 | 109.8 | 100.3 | 102.6 | 99.9 | x | 99.3 |
| COc1cc(/C=C2/Nc3ccc(Cl)cc3NC2=O)ccc1O | 106.6 | 105.9 | 100.5 | 109.4 | 100.3 | 107.2 | 114.6 | 97.1 |

Screens: PubChem, NCI
